# High-throughput results as filed in PubChem.
# Vif-APOBEC3F blk: Vif-A3F binding inhibition; Potency, µM (top dose mostly 46.1 µM), without a hit: top-dose activity, negative = active; HeLa A3F-eYFP + Vif (tagged APOBEC3F with the HIV-1 protein that degrades it), YFP fluorescence increase; hit rate 0.2% among 390,000; note: potency is the fitted concentration of half-maximal effect; % of control where 0% means no effect; nearly all actives have a fitted effect of over 65% in size
#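 HeLa cells stably expressing Vif plus C-terminally eYFP-tagged A3F were seeded, incubated overnight at 37 deg C, dosed with compound, incubated overnight again at 37 deg C. Yellow fluorescence (Ex 488/Em 500-530) reported blocked Vif-mediated A3F-eYFP degradation.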
# D2 ag: agonists of human D2 dopamine receptor; P14416; AID 485358; HEK293 T-REx D2 cells, calcium flux agonist mode; hit rate 0.53% among 340,000; activation, % at 2 µM;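 active = activation over 3 SD above normal in the single-dose calcium agonist read, cut at about 30% in these data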; note: 0% is about no effect
#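 Tetracycline-induced HEK293 T-REx cells with force-coupled D2 receptor, plated overnight at 30 C, loaded with no-wash calcium dye. After a 10 s baseline, compound was pin-added and calcium flux read kinetically for 180 s; calcium rises flagged agonists.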
# LDHA block: blocks human lactate dehydrogenase A; purified LDHA, NADH/diaphorase-resazurin fluorescence; stronger effect = lower value; activity change, % (values are at about 110 or 230 µM); hit rate 0.15% among 480,000; AID 1347041; in the data active = activity change below about -30%; inconclusive = mostly about -25% to -30%;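 note: plate controls were DMSO wells for no effect and wells without enzyme for full effect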
#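 Enzyme activity of human lactate dehydrogenase 5 (2 nM; 0.06 mM NADH, 0.2 mM pyruvate, 5 min, RT) is measured via a resazurin/diaphorase fluorescence readout of residual NADH.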
# RGS4 inh: inhibitors of human regulator of G protein signaling 4; P49798; Transcreener GDP fluorescence polarization, RGS4-accelerated GTP hydrolysis; Potency, µM (doses to about 114 µM), for inactives: at the highest dose activity change, negative = inhibition, usual class: inhibitors; hit rate 0.039% among 390,000; AID 504845; note: potency is the fitted concentration of half-maximal effect; % is set by controls: 0 for no effect and ±100 for the full control effect; nearly all actives have a fitted effect of over 75% in size; some results filed as inactive show a strong effect at the top dose
# Target sequence (P49798 whole entry, looked up): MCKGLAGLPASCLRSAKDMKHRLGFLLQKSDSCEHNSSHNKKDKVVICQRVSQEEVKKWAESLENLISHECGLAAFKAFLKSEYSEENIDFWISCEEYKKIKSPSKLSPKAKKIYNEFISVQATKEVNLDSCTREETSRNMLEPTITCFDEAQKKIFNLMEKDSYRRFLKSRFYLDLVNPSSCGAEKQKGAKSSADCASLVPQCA
#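 MLSMR compounds (23 nl, pin-transferred) preincubated 10 min at room temperature with a 500nM (2x) first reagent, then RGS4 at 900nM (2x) plus Transcreener GDP mix added; fluorescence polarization (620/688 nm) read before and after 90 min at 30 °C.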
# ERG Ets-DNA blk: blocks human ERG Ets domain binding to DNA; P11308; fluorescence polarization, His-ERG Ets domain / labelled DNA; hit rate 0.028% among 370,000; Potency, µM (top dose mostly 76.9 µM), inactives show at the highest dose FP activity, negative = inhibition, hits mostly inhibitors; active = well fitted inhibition curve with a large enough effect in the polarisation, with a control signal flat; inconclusive = small, poorly fitted or top-dose-only effect, or effect the other way, or a change in a side signal; inactive = no such curve, though single readings can be large or run the other way; the % refers to the polarisation;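 note: polarization taken with two DNA probes labelled with fluorescein and Texas red; potency is the fitted concentration of half-maximal effect; % of control where 0% means no effect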
# Target sequence (P11308 whole entry, looked up, the tested form may be a part): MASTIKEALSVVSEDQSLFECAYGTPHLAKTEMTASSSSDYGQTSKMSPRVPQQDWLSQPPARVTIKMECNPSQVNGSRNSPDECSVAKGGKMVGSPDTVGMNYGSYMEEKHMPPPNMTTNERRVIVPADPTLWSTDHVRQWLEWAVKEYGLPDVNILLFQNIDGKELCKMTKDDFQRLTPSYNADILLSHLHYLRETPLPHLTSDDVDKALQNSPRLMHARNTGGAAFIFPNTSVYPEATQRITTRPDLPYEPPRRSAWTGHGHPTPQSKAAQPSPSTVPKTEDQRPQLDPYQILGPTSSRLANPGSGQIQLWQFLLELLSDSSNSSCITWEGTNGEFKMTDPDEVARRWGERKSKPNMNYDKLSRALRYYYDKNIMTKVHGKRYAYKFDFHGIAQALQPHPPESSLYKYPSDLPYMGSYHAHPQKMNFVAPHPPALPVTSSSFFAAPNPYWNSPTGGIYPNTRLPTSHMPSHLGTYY
#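 His-tagged ERG Ets domain (1 uM in the protein solution; 300mM KCl, 50mM Tris-HCl, 1mM EDTA, 1mM DTT, pH 7.5) received compound, then a probe mix of 5 nM fluorescein-DNA and 100nM Texas-615-DNA. Fluorescence polarization was read for both dyes.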
# D2 antagonist: antagonists of human D2 dopamine receptor; P14416; HEK293 TREx D2 cells, calcium flux, dopamine EC80; inhibition, % at 10 µM; hit rate 2% among 340,000; AID 485344; in the data active = inhibition above about 30%; note: 0% is about no effect
#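 Tetracycline-induced HEK293 TREx cells expressing D2 receptor forced-coupled to calcium signalling, loaded with no-wash calcium dye. Compounds added and calcium flux read 180 s, then dopamine added at EC80 and read a further 180 s.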
# ALOX12 inh: blocks human arachidonate 12S-lipoxygenase. purified 12hLO, xylenol orange hydroperoxide absorbance. Potency, µM (titrated, usually from 108 µM), inactives show top-dose activity change, negative = inhibition, usual class: inhibitors. hit rate 1.1% among 580,000. AID 1671190; note: potency is the fitted concentration of half-maximal effect; % is set by controls: 0 for no effect and ±100 for the full control effect
#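 Hydroperoxide product was detected by ferrous iron/xylenol orange as the 573 to 405 nm absorbance ratio. Arachidonic acid at 40 uM (final) was turned over for 30 min at room temperature by 150 nM human 12hLO, pH 7.0 Hepes buffer, after 15 min compound preincubation.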
# Vif-A3G inh: Vif-A3G binding inhibition; Potency, µM (doses to about 46.1 µM), for inactives: top-dose activity, negative = active, most hits filed as inhibitors; HeLa A3G-eYFP + Vif (tagged APOBEC3G with the HIV-1 protein that degrades it), YFP fluorescence, overnight; hit rate 0.076% among 410,000; AID 602310;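 note: potency is the fitted concentration of half-maximal effect; % is set by controls: 0 for no effect and ±100 for the full control effect; nearly all actives have a fitted effect of over 60% in size; hits raise eYFP signal because A3G escapes Vif-driven loss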
# Target sequence (Q9HC16 whole entry, looked up): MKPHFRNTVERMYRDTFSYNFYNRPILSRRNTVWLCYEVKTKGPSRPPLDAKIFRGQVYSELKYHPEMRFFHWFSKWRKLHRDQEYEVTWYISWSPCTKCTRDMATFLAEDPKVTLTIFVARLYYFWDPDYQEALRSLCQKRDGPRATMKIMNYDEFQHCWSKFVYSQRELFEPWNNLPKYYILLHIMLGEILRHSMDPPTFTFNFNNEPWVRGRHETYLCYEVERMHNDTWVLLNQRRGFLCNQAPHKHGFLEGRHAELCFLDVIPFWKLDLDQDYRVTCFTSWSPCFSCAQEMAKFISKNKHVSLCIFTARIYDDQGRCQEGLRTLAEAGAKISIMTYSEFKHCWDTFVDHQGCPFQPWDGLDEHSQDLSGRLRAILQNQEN
#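 HeLa cells stably expressing Vif and C-terminally eYFP-tagged A3G, seeded overnight at 37 deg C, then exposed to compound by pintool overnight at 37 deg C. Rise in yellow fluorescence (Ex 488/Em 500-530, Acumen) marks blocked Vif-driven A3G degradation.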
# GRP78 ERSR act: induces the endoplasmic reticulum stress response in human glioma cells. U87-MG GRP78 promoter luciferase reporter, 16 h. Potency, µM, inactives show at the top dose activation, hits mostly activators. hit rate 0.02% among 420,000. AID 602332; note: potency is the fitted concentration of half-maximal effect; series mostly up to about 76 µM; % of control where 0% means no effect; nearly all actives have a fitted effect of over 35% in size
#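 Stably transfected U87-MG human glioma cells carrying a GRP78-based luminescent sensor were seeded at 1000 cells/well, pin-dosed with compounds and incubated 16 h. Luciferase reagent was then added, and end-point luminescence was read after 10 min at room temperature.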
# * marks the source's active call; other numbers are inactive results; ? = inconclusive; . = not tested or not shown; & = joins results of further samples; [ ] = dose if it differs, or a comment. Unless noted, calls come from the whole dose curve; as a rule, active = well fitted curve in the direction sought with a large enough effect; inconclusive = small, poorly fitted or top-dose-only effect, or another doubt; inactive = no such curve, though single readings can be large; an effect the other way counts as inactive or inconclusive.
SMILES,Vif-APOBEC3F blk,D2 ag,LDHA block,RGS4 inh,ERG Ets-DNA blk,D2 antagonist,ALOX12 inh,Vif-A3G inh,GRP78 ERSR act
COc1ccc(CCNS(=O)(=O)c2ccc3c(c2)CCN3C(=O)C2CC2)cc1OC,11%,-0.9,2,-17%,1%,0,-24%,2%,-3%
C/C(=N\Nc1nc(-c2ccc(C)cc2C)cs1)c1cc2ccccc2oc1=O,-12%,0.0,-9,-35%,-7%,11,?,2%,2%
COCCCNC(=S)NNC(=S)NCCCOC,1%,-0.5,0,?,3%,-37,?,0%,-3%
CC(=O)c1cccc(NC(=O)CCc2nnc3ccc(N4CCOCC4)nn23)c1,2%,23,1,-8%,-11%,2,3%,3%,-6%
Cc1ccc(NC(=O)C(=O)NCc2ccccn2)cc1,7%,8.2,-3,23%,4%,12,3%,2%,2%
COC(=O)c1ccccc1S(=O)(=O)C(C)(C)C,5%,-0.2,-1,-104%[56.9 µM],-1%,3,-1%,2%,-5%
Cc1ccccc1CCNC(=O)c1ccc(Cl)c(S(=O)(=O)N2CC(C)OC(C)C2)c1 (stereo not given),1%,-0.2,-3,7%,0%,-6,-14%,-1%,0%
CCn1nnnc1SCC(=O)c1ccc(NC(C)=O)cc1,2%,-0.6,-1,-49%,3%,-11,?,-1%,7%
O=C(c1ccccc1Br)N(Cc1ccccc1)c1ccccc1,3%,-1.5,-4,5%,-11%,-16,-16%,-2%,-2%
O=C(CSc1nc2ccccc2o1)N1CCCC1,-10%,0.8,-5,10%,-14%,12,165%[activator],0%,0%
C=CCN(c1ccccc1C(=O)NCC(=O)O)S(=O)(=O)c1ccccc1C,1%,-1.3,0,-15%,1%,3,?,1%,-4%
O=C(O)c1ccc(N2C(=O)c3cccnc3C2=O)cc1,5%,.,-3,-16%,3%,.,-13%,-1%,-3%
CCc1nnc(NC(=O)CCC(=O)N2CCN(c3cc(C)ccc3C)CC2)s1,0%,0.2,-1,13%,8%,11,2%,-7%,-2%
Cc1cccc(CNC(=O)c2cnc3sc(N4CCCCC4)nn3c2=O)c1,2%,0.7,-2,-33%,10%,.,-6%,3%,0%
CCCCCN(C(=O)CCC(=O)OCC(=O)Nc1cccc(CC)c1)c1c(N)n(CCCC)c(=O)[nH]c1=O,4%,0.1,-8,-1%,5%,11,4%,-6%,-4%
COc1ccc(-c2nn(-c3ccccc3)cc2/C=N/Nc2ccc3ccccc3n2)cc1OC,12%,-0.5,-4,-8%,8%,-9,?,-2%,2%
COC(=O)C1=NNC(C(=O)c2ccco2)C1c1ccc(OC)cc1 (stereo not given),-3%,0.1,-2,-1%,-6%,-7,3%,0%,-4%
COc1cc2c(cc1NC(=O)CCCN1C(=O)CCC1=O)oc1ccccc12,1%,2.6,-2,-8%[11.4 µM],-8%,-17,0%,-4%,5%
COCC(=O)Nc1sc2c(c1C(=O)OC)CCCC2,-3%,0.9,-1,-21%,3%,5,?,-7%,-1%
Cc1ccc(S(=O)(=O)c2nc(S(=O)(=O)c3ccc(C)cc3)c(NCc3ccco3)s2)cc1,-2%,-1.0,-10,19%,-3%,-10,16%,-5%,0%
CCOc1ncccc1C(=O)Nc1ccccc1N1CCOCC1,11%,.,-1,5%,-12%,.,-18%,1%,-5%
CCCCn1c(N)c(S(=O)(=O)c2ccc(C)cc2)c2nc3ccccc3nc21,?,0.4,5,5%,7%,16,?,-17%,-5%
CCn1nc(C(=O)N2CCN(Cc3ccc4c(c3)OCO4)CC2)c2ccccc2c1=O,-2%,50*,4,-16%,-3%,16,0%,0%,-1%
COc1ccccc1C(=O)Nc1ccnn1C1CCN(C(=O)C(C)(C)C)CC1,7%,-0.4,-1,15%,0%,-1,13%,0%,-4%
C=CCc1cccc(CNc2ccc(S(=O)(=O)Nc3nccnc3OC)cc2)c1O,7%,-1.0,-13,12%,4%,-4,-9%,4%,-4%

# (further entries)
SMILES,Vif-APOBEC3F blk,D2 ag,LDHA block,RGS4 inh,ERG Ets-DNA blk,D2 antagonist,ALOX12 inh,Vif-A3G inh,GRP78 ERSR act
CN(C(=O)C1CCCC1)C1CCS(=O)(=O)C1 (stereo not given),5%,0.3,-10,-19%,-6%,-6,.,0%,-4%
CCOc1ccc(NC(=S)NC(=O)c2ccco2)cc1,-2%,-1.6,0,-9%,10%,-12,?,-8%,-3%
CC(=O)OC1c2c(ccc3ccc(=O)oc23)OC(C)(C)C1OC(=O)CC(C)C (stereo not given),0%,-1.2,6,-30%,-14%,13,22%,-7%,-6%&-2%
CC(C)N1CCN(C(=O)C2CCC(=O)N(CCc3cccc(F)c3)C2)CC1 (stereo not given),4%,0.3,2,0%,2%,-9,3%,-1%,-5%
COc1ccccc1CNC(=O)c1ccc(NC2=NC3CS(=O)(=O)CC3S2)cc1 (stereo not given),-18%,.,-3,-10%[56.9 µM],4%,.,0%,-1%,-5%
CCCCN(C(=O)c1ccc([N+](=O)[O-])o1)c1c(N)n(CCCC)c(=O)[nH]c1=O,-16%,.,0,-10%,-2%,.,3%,3%,-2%
CCN(CC(=O)Nc1ccc(NC(C)=O)cc1)C(=O)C1CCCN(C(=O)c2ccc(Cl)cc2)C1 (stereo not given),-11%,0.5,-3,-4%,?,-2,10%,-5%,10%
COc1ccc2ccc(O)c(CN3CCN(S(=O)(=O)c4cc([N+](=O)[O-])ccc4C)CC3)c2c1,-8%,0.1,-2,9%,-4%,1,-12%,3%,1%
CC(=O)Nc1ccc(-n2nnnc2SCC(=O)NCc2cccs2)cc1,-1%,0.4,-9,2%,4%,-3,0%,-2%,-2%
CC(=O)N1CCC(O)(c2ccc3c(c2)OCO3)CC1,0%,1.7,-1,-6%,11%,-7,-1%,-3%,-1%
COc1ccc(NC(=O)CSc2nnc(-c3cccnc3)s2)cc1,3%,-0.7,-4,21%,9%,-16,-9%,-1%,-4%
Fc1ccccc1C1CCN(Cc2nc(COc3ccccc3)no2)C1 (stereo not given),12%,17,0,0%,5%,21,-9%,-1%,3%
Cc1noc(C)c1NC(=O)Nc1ccc2c(c1)C(=O)N([C@H](C)CO)C[C@H](C)[C@@H](CN(C)S(=O)(=O)c1ccc(F)cc1)O2,-1%,.,3,10%,8%,.,1%,3%,-4%
COc1cc(/C=N/Nc2ccccc2C(F)(F)F)ccc1O,9%,.,6,6%,-5%,.,?,-1%,4%
CCOC(=O)c1nnn(-c2nonc2NC(C)=O)c1C,0%,-0.5,-1,6%,2%,-5,0%,-1%,-4%
COc1ccc(/C=N/Nc2cc(C)nc(N3CCOCC3)n2)cc1OC,3%,-1.1,-5,-12%,-1%,-1,2%,-5%,1%
COCCn1c(SCC(=O)c2ccccc2)nc2cc(C(=O)NC3CCCC3)ccc2c1=O,6%,0.1,-5,-18%,-2%,.,0%,3%,-2%
O=S(=O)(c1ccccc1)c1cccc(S(=O)(=O)N2CCCCC2)c1,2%,-0.4,-3,-2%,6%,19,0%,2%,0%
CCOC(=O)c1cc(C#N)c(SCC(=O)OC)[nH]c1=O,?,-0.7,1,4%,20%,-11,-2%,-3%,-7%
COc1ccc(/C=C2\CC/C(=C\c3ccc(OC)c(OC)c3)C2=O)cc1OC,7%,1.5,-4,-48%,-6%,-3,-11%,-3%,-3%
Cc1ccc(-n2nc(C)c3c(C)c(CCC(=O)NCc4cccc(Cl)c4)c(C)nc32)cc1C,4%,-1.1,-1,16%,-5%,.,-13%,-1%,-4%
N#Cc1ccc(CSc2nc(N)cc(=O)[nH]2)cc1,9%,-1.1,-15,4%,-10%,-1,-2%,0%,-2%
Cc1ccc(-n2sc3ccccc3c2=O)cc1S(=O)(=O)N1CCCCC1,?,1.1,-2,-107%,15%,9,0.089µM*,-3%,-7%
COc1ccc2c(c1)c1c(c(=O)n(Cc3ccccc3)c(=O)n1Cc1ccccc1Cl)n2C,-16%,0.7,5,6%,-1%,.,0%,-1%,-3%
Cc1ccc(S(=O)(=O)c2nc(-c3ccccc3)oc2N2CCCC2)cc1,-10%,0.2,-9,?,-1%,-13,3%,1%,6%

# More entries.
SMILES,Vif-APOBEC3F blk,D2 ag,LDHA block,RGS4 inh,ERG Ets-DNA blk,D2 antagonist,ALOX12 inh,Vif-A3G inh,GRP78 ERSR act
COc1cccc(S(=O)(=O)N2CCN(Cc3ccc4c(c3)OCO4)CC2)c1,-26%,-0.3&-1.6,-3&-2,14%&-1%,-3%&2%,-5,?,0%,-4%
COc1ccc(Cn2c(-c3ccc(OC)cc3)nc3ccccc32)cc1,6%,1.3,-6,0%,.,16,6%,1%,-5%
COc1cc(NC(=S)NC(=O)c2ccccc2F)ccc1NC(=O)c1cccs1,-14%,-1.5,0,-31%,4%,28,-14%,-8%,-5%
c1ccc(C(c2ccccc2)c2ccn[nH]2)cc1,1%,-0.5,1,14%,4%,16,-3%,1%,1%
CSc1nc(C)cc(-n2ccc(=O)[nH]c2=O)n1,-19%,0.4,-5,15%,1%,-7,-5%,-2%,-2%
COc1cc(S(=O)(=O)N2CCN(C(=O)c3ccccc3)CC2)c(OC)cc1Br,9%,.,-8,-16%[56.9 µM],-4%,.,0%,-1%,-5%
CCCCCC(=O)Cc1cc(O)cc2c1C(=O)Oc1cc(O)c(C(=O)O)c(CCCCC)c1O2,2%,0.1,4,-20%,-12%,8,.,-1%,2%
CC(C)(C)OC(=O)C(Cl)(C(=O)OC(C)(C)C)c1ccc2nnnn2n1,-20%,-0.4,3,-26%,-4%,8,0%,0%,7%

# A portion of the library; count on the stated rates, not on these rows.
